Bioassay records as filed in PubChem.
Rab7 wt GTP bind: alters GTP binding to wildtype dog Rab7 | GST-Rab7 beads, fluorescent GTP binding, flow cytometry; actives lie on both sides; untreated = 100%, excess cold GTP = 0% | 190,000 tested, 0.055% active | AID 758 | GTP binding activity (percent of control), % at 10 µM;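 active = fluorescent GTP binding to Rab7 beads changed by at least 20 points from the 100% baseline, either direction, mostly lower; inconclusive = compound itself probably fluorescent, or too few beads counted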;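 also: median green fluorescence of bound Bodipy-FL-GTP per Rab7 bead population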
Cdc42 wt GTP: human Cdc42 wildtype GTP binding change, either direction. P60953. GST-Cdc42 beads, Bodipy-GTP binding, flow cytometry; actives lie on both sides. percent activity (GTP binding), % at 10 µM. 190,000 tested, 0.2% active;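 active = percent activity GTP binding at least 20 points away from the 100% baseline, either down as inhibitor or up as activator; inconclusive = compound flagged as likely green fluorescent from well-wide comparison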;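 also: median bead fluorescence of bound Bodipy-FL-GTP at 100 nM; 0% = excess unlabeled GTP control and 100% = no compound control; below 100% means less GTP binding so inhibitor and above means activator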
Target sequence (P60953 whole entry, looked up): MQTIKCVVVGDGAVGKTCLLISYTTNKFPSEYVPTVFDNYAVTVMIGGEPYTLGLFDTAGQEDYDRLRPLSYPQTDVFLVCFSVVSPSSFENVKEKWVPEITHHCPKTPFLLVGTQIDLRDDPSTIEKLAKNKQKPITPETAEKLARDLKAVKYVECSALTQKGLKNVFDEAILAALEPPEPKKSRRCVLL
Avidin fluor: avidin bead compound fluorescence profile; Avidin beads, compound fluorescence 488/530 nm, flow cytometry; hits give high values; fluorescence (KMESF) at 10 µM; 220,000 tested, 0.38% active; in the data active = fluorescence above about 47; also: inactives centre near 10
ABCG2 inh: blocks JC-1 efflux by human ABCG2 transporter; Q9UNQ0; inhibition, % at 6.6 µM; IgMXP3 cells, flow cytometry; 190,000 tested, 0.1% active; AID 1325;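 active = inhibition above 80%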;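 also: 0% = DMSO and 100% = nicardipine control wells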
Target sequence (Q9UNQ0 whole entry, looked up): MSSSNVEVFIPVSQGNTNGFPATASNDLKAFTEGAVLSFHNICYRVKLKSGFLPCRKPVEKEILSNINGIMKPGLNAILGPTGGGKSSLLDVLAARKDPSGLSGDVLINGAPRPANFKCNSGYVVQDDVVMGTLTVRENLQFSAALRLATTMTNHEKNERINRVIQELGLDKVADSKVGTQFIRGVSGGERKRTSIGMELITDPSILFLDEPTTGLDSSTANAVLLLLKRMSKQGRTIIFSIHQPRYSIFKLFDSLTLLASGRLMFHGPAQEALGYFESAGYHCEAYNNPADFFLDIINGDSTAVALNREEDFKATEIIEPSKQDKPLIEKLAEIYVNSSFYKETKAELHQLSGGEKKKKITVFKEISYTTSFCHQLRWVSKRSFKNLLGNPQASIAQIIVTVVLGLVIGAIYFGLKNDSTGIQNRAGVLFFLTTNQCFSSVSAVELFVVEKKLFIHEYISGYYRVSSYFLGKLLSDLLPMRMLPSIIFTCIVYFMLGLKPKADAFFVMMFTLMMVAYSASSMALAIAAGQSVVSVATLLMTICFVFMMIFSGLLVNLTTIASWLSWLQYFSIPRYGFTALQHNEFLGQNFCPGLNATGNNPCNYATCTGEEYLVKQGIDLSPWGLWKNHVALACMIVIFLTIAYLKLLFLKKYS
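Test system: ABCG2 IgMXP3 and barcoded ABCB1 CCRF-Adr cell mix; Schedule: cells with compound and JC-1, 10 min at 25 °C, rotating, no wash; Technique: flow cytometry of retained JC-1 fluorescence; Measure: % inhibition of efflux relative to nicardipine and DMSO; Controls: nicardipine high and DMSO low controls.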
ABCB1 inh: blocks JC-1 efflux by human ABCB1 transporter; CCRF-Adr cells, flow cytometry; inhibition, % at 6.6 µM; 190,000 tested, 0.067% active; AID 1326; in the data active = inhibition above about 40%;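 also: 0% = vehicle and 100% = reference inhibitor; higher value means more JC-1 retained so stronger ABCB1 efflux block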
Mcl1 Noxa PPI: disrupts binding of human Mcl-1 to Noxa peptide | Q07820 | TR-FRET Mcl-1/Noxa peptide binding, 2 h | inhibition, % at 21.7 µM | 220,000 tested, 1.5% active;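 active = compounds that cut the protein-peptide binding signal by more than 50% relative to plate controls in a single-dose test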;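 also: His-tagged Mcl-1 with rhodamine Noxa BH3 peptide and terbium anti-His antibody; 0% = Mcl-1 plus Noxa peptide wells and 100% = peptide-only wells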
Rab2A wt mod: changes GTP binding to wildtype dog Rab2A, up or down | P61105 | GST-Rab2 wt beads, Bodipy-GTP binding, flow cytometry | AID 760 | 190,000 tested, 0.19% active | GTP binding activity, % at 10 µM;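 active = GTP binding activity at least 20 points away from 100%, either lowered or raised; inconclusive = signal likely due to the compound's own green fluorescence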;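 also: 0% = beads with excess unlabeled GTP and 100% = no-compound control corrected for plate trend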
Rac1 wt GTP bind: human Rac1 wildtype GTP binding, inhibitors and activators; P63000; 190,000 tested, 0.27% active; AID 757; GST-Rac1 beads, fluorescent GTP binding, flow cytometry; actives lie on both sides; 0 = cold GTP competed, 100 = untreated; GTP binding activity (% of control), % at 10 µM;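 active = GTP binding activity at least 20 points away from the 100% control level, either lower or higher; inconclusive = compound flagged as likely green fluorescent, judged across all proteins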
Rac1 act GTP bind: alters GTP binding to activated mutant human Rac1; P63000; GST-Rac1 activated beads, fluorescent GTP binding, flow cytometry; actives lie on both sides; 100% means binding = to untreated wells; percent activity (GTP binding), % at 10 µM; 190,000 tested, 0.11% active; AID 764;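 active = GTP binding at least 20 percentage points away from the 100% baseline, in either direction, so actives lie on both sides; inconclusive = Compound likely fluorescent itself, or too few beads counted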
Pf gamet viab: kills late stage P. falciparum gametocytes; P. falciparum stage V gametocytes, ATP luminescence, 24 h; inhibition, % at 10.9 µM; 150,000 tested, 0.065% active;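 active = inhibition above the mean plus 3 SD of compounds within the control limits, set per campaign, cut at about 38% in these data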;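 also: 0% = DMSO wells and 100% = medium only without gametocytes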
HRas wt GTP: human HRas wildtype GTP binding, change in either direction. P01112. GST-Ras wt beads, Bodipy-FL-GTP binding, flow cytometry; actives lie on both sides. GTP binding activity, % at 10 µM. 190,000 tested, 0.14% active. AID 759;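 active = GTP binding activity at least 20% away from the 100% baseline, either lowered as inhibitor or raised as activator; inconclusive = flagged as likely green fluorescent, judged across all proteins in the well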;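 also: 0% = unlabeled GTP competition control and 100% = no-compound control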
Target sequence (P01112 whole entry, looked up): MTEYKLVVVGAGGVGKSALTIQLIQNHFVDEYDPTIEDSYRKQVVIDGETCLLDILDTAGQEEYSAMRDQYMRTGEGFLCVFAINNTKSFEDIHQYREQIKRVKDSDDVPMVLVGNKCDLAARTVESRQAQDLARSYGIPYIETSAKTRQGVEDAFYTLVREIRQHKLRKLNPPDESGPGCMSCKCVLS
* hit, by the source's call; ? = inconclusive; nt = no result given.

SMILES | Rab7 wt GTP bind | Cdc42 wt GTP | Avidin fluor | ABCG2 inh | ABCB1 inh | Mcl1 Noxa PPI | Rab2A wt mod | Rac1 wt GTP bind | Rac1 act GTP bind | Pf gamet viab | HRas wt GTP
CC1CCC/C(=N\NC(=O)Nc2ccccc2)C1 (stereo unspecified) | 101 | 100 | 8 | 0 | 0.0 | -4 | 101 | 103 | 100 | 4 | 101
COc1ccc(-c2cn(-c3ccc(C)cc3)c(=O)n2CC(=O)Nc2ccc(OC)cc2OC)cc1 | 98 | 101 | 35 | 4 | 1.1 | -16 | 100 | 101 | 99 | 8 | 102
CC1=Nn2c(nnc2-c2cccs2)SC1 | 99 | 98 | 6 | 0 | 0.1 | 3 | 99 | 96 | 94 | nt | 99
COc1ccc(-c2[nH]ncc2CN(C)Cc2c(C)n[nH]c2C)c(OC)c1 | 102 | 96 | 8 | -1 | 4.9 | 4 | 97 | 96 | 95 | 10 | 96
COCCNC(=O)c1ccc(NC(=O)C2(c3ccccc3)CCCC2)cc1 | 93 | 93 | 9 | 5 | 0.3 | 19 | 92 | 93 | 94 | 3 | 94
CC1=CC(c2ccccc2)NC(=S)N1 (stereo unspecified) | 99 | 99 | 2 | -3 | -0.4 | 24 | 100 | 101 | 103 | 16 | 100
CC1Cc2ccccc2N1C(=O)CSc1nnc2sc3ccccc3n12 (stereo unspecified) | 98 | 101 | 4 | 0 | 0.1 | -2 | 99 | 98 | 98 | nt | 99
CCOC(=O)c1c(NC(=O)CSc2nnc(Cc3csc(N)n3)n2C)sc(C)c1C | 100 | 101 | 6 | 0 | -1.8 | -7 | 101 | 102 | 99 | nt | 102
O=C(COC(=O)c1cc2ccccc2o1)c1ccccc1 | 98 | 98 | 10 | 2 | 0.7 | 5 | 98 | 102 | 101 | 1 | 99
Cc1ccc2nc(NC(=O)COC(=O)c3ccncc3)sc2c1 | 94 | 96 | 24 | 0 | 0.1 | -9 | 92 | 96 | 95 | -4 | 93
CCOc1ccc(C(C(=O)NC2CCCC2)N(CCCO)C(=O)c2ccc(-c3ccccc3)[nH]2)cc1 (stereo unspecified) | 97 | 90 | 18 | 1 | -0.2 | 0 | 92 | 90 | 89 | -32 | 91
CCCn1c(C)cc(=O)c2cc(NC(=O)c3cnccn3)ccc21 | 97 | 100 | 15 | 13 | 1.1 | 5 | 100 | 100 | 97 | -10 | 97
COc1cc(-c2onc3ccc(Br)cc23)cc(OC)c1OC | 100 | 96 | 11 | -2 | -1.0 | 26 | 96 | 97 | 94 | 24 | 97
CN(C)/C=C/C1=CC(=O)CC(C)(C)C1 | ? | ? | 9 | -1 | -0.2 | -4 | ? | ? | ? | -17 | ?
COc1cccc(-c2ccc(C#N)c(OC(=O)c3c(Cl)cccc3Cl)n2)c1 | 93 | 104 | 14 | 2 | 0.2 | 12 | 103 | 101 | 102 | nt | 101
CSC1=NC2(CC(c3ccccc3)Oc3cc(O)ccc32)CC(C)(C)N1 (stereo unspecified) | 96 | 100 | 22 | 0 | 0.5 | 8 | 99 | 103 | 98 | 11 | 99
CSCCC(NC(=O)CCN1C(=O)c2ccccc2C1=O)C(=O)O (stereo unspecified) | 106 | 102 | 14 | 8 | -0.9 | 14 | 102 | 106 | 98 | nt | 100
O=C(N/N=C/c1ccc(Br)cc1)c1ccccc1-n1cccc1 | 104 | 106 | 8 | 2 | 0.2 | -7 | 105 | 104 | 102 | nt | 106
Cc1cc(C(=O)CSc2nnc(-c3ccccc3)n2-c2ccccc2)c(C)n1-c1ncn[nH]1 | 100 | 98 | 12 | 0 | -0.1 | -3 | 96 | 99 | 96 | 21 | 97
CC(=O)Nc1ccc(S(=O)(=O)Nc2cccc(-c3cn4cccnc4n3)c2)cc1 | 99 | 82 | 3 | 3 | 1.2 | 18 | 88 | 80 | 90 | 1 | 86
Cc1cc(S(=O)(=O)Nc2ccc3c(c2)COC3=O)ccc1F | 107 | 99 | 7 | 5 | 0.7 | -7 | 99 | 99 | 94 | 18 | 98
O=C(Cn1ncc(N2CCOCC2)c(Br)c1=O)c1ccc(Cl)cc1 | 98 | 99 | 20 | 1 | 0.2 | 8 | 100 | 98 | 95 | -10 | 99
Cc1ccc(CN2C(=O)CCC2C(=O)NCc2ccco2)cc1 (stereo unspecified) | 107 | 103 | 12 | 5 | 0.5 | 13 | 105 | 104 | 104 | nt | 106
O=C1Nc2cc(Cl)c(Cl)cc2N(O)N1c1cccc(Cl)c1 | 101 | 104 | 32 | 1 | 0.2 | 32 | 102 | 101 | 99 | nt | 102
O=C(Cc1cccc2ccccc12)NNC(=O)Nc1cccc(Cl)c1 | 97 | 97 | 28 | -1 | 0.1 | -1 | 96 | 103 | 96 | nt | 99
COc1ccc(NC(=O)c2c3c(nc4ccccc24)CCC3)cc1 | 100 | 98 | 19 | 2 | 0.6 | -10 | 97 | 98 | 95 | nt | 101
Cc1ccccc1N(C(=O)Cn1nnc(-c2ccc(F)cc2)n1)C(C(=O)NC(C)(C)C)c1ccncc1 (stereo unspecified) | 96 | 97 | 7 | 12 | 3.5 | 11 | 97 | 99 | 95 | -16 | 96
Cc1ccccc1-n1c(-c2ccco2)n[nH]c1=S | 99 | 99 | 7 | 3 | 1.7 | 37 | 96 | 102 | 98 | 10 | 98
O=C(CN(Cc1ccccc1)C(=O)CCC(=O)Nc1ccccn1)NCc1ccco1 | 95 | 98 | 6 | 2 | 0.6 | 16 | 95 | 102 | 98 | -37 | 97
Cc1cc(=O)oc(C)c1C(=O)NCCc1ccc(F)cc1 | 95 | 96 | 17 | 1 | 0.4 | 7 | 97 | 98 | 95 | nt | 97
Oc1cccc(Nc2ncnc3ccccc23)c1 | 98 | 99 | 15 | 7 | 0.8 | 19 | 96 | 98 | 97 | 12 | 98
COc1ccccc1-n1c2nc3ccccc3nc2c2c(=O)n(-c3cc(C)cc(C)c3)cnc21 | 98 | 103 | 12 | -4 | -0.4 | -4 | 98 | 102 | 98 | 12 | 100
O=C(Nc1ccccc1C(=O)N1CCCCCC1)c1ccc(Cl)cc1 | 94 | 97 | 9 | 6 | 2.2 | -3 | 99 | 100 | 96 | -11 | 96
Cc1ccc(S(=O)(=O)CC(CN2CCOCC2)N2CCOCC2)cc1 (stereo unspecified) | 106 | 99 | 21 | 0 | 0.0 | 13 | 99 | 100 | 96 | 2 | 96
CCOC(=O)c1sc2nc(C)nc(NCc3cccnc3)c2c1C | 89 | 94 | 11 | 12 | 13 | 8 | 92 | 94 | 95 | -1 | 93
CC1=NN(c2ccc([N+](=O)[O-])cc2)C(=O)/C1=C\N(C)C | 101 | 103 | 3 | 80 | 6.2 | 27 | 99 | 107 | 100 | nt | 103
CCCCn1c(SCC(=O)OCC)nc2c1c(=O)[nH]c(=O)n2C | 102 | 100 | 7 | 1 | 0.4 | 15 | 101 | 101 | 97 | nt | 100
CCC(=O)N/C(=N/c1nc(C)cc(C)n1)Nc1ccc(OC)cc1 | 103 | 103 | 23 | 5 | 1.6 | -4 | 100 | 106 | 96 | -12 | 102
CCC(NC(=S)Nc1ccccc1)C(=O)O (stereo unspecified) | 98 | 101 | 15 | 0 | 0.1 | -1 | 98 | 101 | 99 | -6 | 99
CCc1nnc(NS(=O)(=O)c2ccc(NC(=S)NC(=O)/C=C/c3ccc(C(C)C)cc3)cc2)s1 | 89 | 89 | 10 | -1 | -0.6 | nt | 88 | 89 | 88 | nt | 92
O=C(CSc1nnc2c(Cl)cc(C(F)(F)F)cn12)Nc1ccc2c(c1)OCO2 | 97 | 100 | 7 | 2 | 0.3 | 9 | 100 | 101 | 98 | 3 | 97
Nc1nc2c(F)cccc2s1 | 101 | 100 | 17 | -3 | 0.4 | 13 | 100 | 103 | 99 | -30 | 100
CC1(C)CC(=O)C2=C(C1)OC(N)=C(C#N)C21C(=O)N(Cc2ccccc2Cl)c2ccccc21 (stereo unspecified) | 94 | 99 | 4 | 20 | 5.1 | 0 | 96 | 104 | 99 | 6 | 98
COc1cccc(C(=O)NC2(C(F)(F)F)N=C3SCCN3C2=O)c1 (stereo unspecified) | 102 | 106 | 10 | 1 | 0.6 | 13 | 106 | 103 | 100 | -13 | 105
O=C(NC1CCCCC1)C(c1ccccc1)N(C(=O)Cc1ccsc1)c1ccccc1 (stereo unspecified) | 94 | 98 | 11 | 0 | 0.1 | 4 | 95 | 98 | 96 | -37 | 96
NS(=O)(=O)c1ccc(CCNC(=O)CN2CCN(c3ccccc3O)CC2)cc1 | 99 | 101 | 9 | -2 | -0.2 | 17 | 100 | 101 | 98 | nt | 100
CCN(CC)S(=O)(=O)c1ccc2[nH]cc(C(=O)NCCCN3CCCCC3C)c(=O)c2c1 (stereo unspecified) | 97 | 101 | 5 | -1 | -0.2 | 3 | 98 | 101 | 99 | nt | 98
COc1ccc(NC(=O)NCc2cccnc2)cc1OC | 101 | 99 | 6 | 2 | 0.2 | -12 | 98 | 100 | 97 | 11 | 97
CCCn1c(NC(=O)C2CCN(S(=O)(=O)c3cccs3)CC2)nc2ccccc21 | 97 | 99 | 21 | 7 | 2.1 | -51 | 97 | 97 | 94 | -2 | 99
O=C1C=CN(C(=O)Oc2ccccc2)CC1 | 103 | 105 | 12 | 3 | 0.1 | -12 | 99 | 106 | 99 | 11 | 103
CCNc1nc(NC(C)C)nc(OCCNS(=O)(=O)c2cc(C)ccc2C)n1 | 101 | 103 | 8 | 23 | 1.2 | 10 | 102 | 103 | 101 | nt | 102
CC(NC(=O)OCc1ccccc1)C(=O)Oc1cc2oc(=O)cc(-c3ccccc3)c2cc1Cl (stereo unspecified) | ? | ? | 7 | 18 | 0.3 | 10 | ? | ? | ? | 18 | ?
C=C1C2(C(=O)NCc3ccco3)CCC(C2)C1(C)C (stereo unspecified) | 104 | 104 | 11 | 4 | 1.3 | -2 | 104 | 100 | 101 | 9 | 102
CCN(Cc1ccccc1)C(=O)CSc1nncn1C | 104 | 101 | 9 | -2 | -0.3 | 12 | 97 | 94 | 92 | -4 | 97
